Screens: PubChem BioAssay, NCI
All columns: NCI-60 one-dose screen, growth in % after 48 h at 10 µM unless noted; 100 = growth as untreated, 0 = no growth, -100 = all killed.
RPMI-8226: RPMI-8226 leukemia cells | actives 7.5% (n = 77,000)
MDA-MB-435: MDA-MB-435 melanoma; actives 7.8% (n = 82,000); AID 1794794
MCF7: MCF7 breast cancer; actives 6.3% (n = 82,000); AID 1794796
K-562: K-562 leukemia. actives 7.4% (n = 78,000)
MOLT-4: MOLT-4 leukemia cells; actives 6.9% (n = 80,000); AID 1794779
MDA-MB-231: MDA-MB-231 breast cancer. actives 5% (n = 81,000). AID 1794789
MDA-MB-468: MDA-MB-468 breast cancer; actives 8.5% (n = 78,000)
SR: SR leukemia cells. actives 8.7% (n = 73,000)
* = called active by the depositor; x = not tested or not shown; & = joins results of further samples. Rule for the calls: active = growth percent below 10; inactive = the rest.

SMILES	RPMI-8226	MDA-MB-435	MCF7	K-562	MOLT-4	MDA-MB-231	MDA-MB-468	SR
Cn1ncc2c1CCc1cc(S(=O)(=O)c3ccccc3)c(=O)[nH]c1-2	103	99	107	102	84	110	95	81
NNC(=O)CCc1ccncc1	103	108	96	103	x	96	99	92
Cc1nn(-c2ccccc2)c(N2CCCC2)c1-c1nc2ccc(C(=O)NN=Cc3cccc(O)c3)cc2[nH]1	81	103	98	86	86	82	102	73
CC[C@H](Nc1ncnc2nc[nH]c12)c1nc2cccc(CCCCNC(=O)NO)c2c(=O)n1-c1ccccc1	86	92	64	78	58	85	75	69
CC(C)(C)c1ccc(SCC(=O)O)cc1	115	106	105	106	104	106	112	x
COc1ccccc1NS(=O)(=O)c1ccc2oc(SC(C)C)nc2c1	52	88	82	46	70	87	x	55
COc1ccc(C2=NNC3(C2)C(=O)Nc2ccccc23)cc1 (stereo not drawn)	83	101	95	97	95	82	99	91
O=C(/C=C/Nc1ccc(I)cc1)c1ccc2c(c1)Nc1ccccc1S2	84	93	48	90	75	73	37	72
C#CCSC(=S)NNc1ccccc1	91	107	90	88	93	94	99	80
COc1cc(-c2nn(C(C)(C)C)cc2-c2ccnc(NCCCNS(=O)(=O)c3ccc(C)cc3)n2)ccc1Cl	89	92	80	58	45	58	79	51
CC(=O)Nc1c(Cl)cc2c(c1Cl)Cc1cc(C#N)ccc1-2	104	12	69	89	86	72	22	40
COc1ccc(C2CC(c3cccc(Nc4ccncc4)c3)=NN2c2ccc(Cl)cc2)cc1 (stereo not drawn)	0.1*	-85*	-17*	0.1*	-7.2*	41	45	1.9*
CCCCOc1ccc(OCCCC)cc1	106	106	102	112	107	103	105	103
O=C(Nc1ccccc1Cl)n1ccnc1	78	98	98	89	92	95	95	96
Cc1ccc(-c2cc3nc(C(Cl)Cl)nc(-c4cccs4)n3n2)cc1	52	78	60	93	99	42	39	108
CCOC(=O)/C=C1/SC(=Nc2ccc(C#N)cc2)N(Cc2ccco2)C1=O	-34*	51	13	8.8*	-6.9*	57	27	1.0*
CCOC(=O)c1c2ncccc2n2c(=O)n(C3CCCCC3)nnc12	100	109	95	164	115	111	x	116
O=C1CCCN1c1nc(-c2ccc(Cl)cc2)c(Br)s1	96	99	81	86	91	94	77	84
O=C(CC1Sc2ccccc2NC1=O)NNc1ccc(Cl)c(Cl)c1 (stereo not drawn)	x	107	91	104	87	86	103	100
COc1ccccc1N1CCN(Cc2c[nH]c3c(N4CCCCC4)ncnc23)CC1	75	94	88	73	87	96	65	86
NNC(=O)c1cc(=O)[nH]c(=O)[nH]1	107	117	102	98	91	113	106	110
Cc1ccsc1/C=C1/C(=O)N(C)c2ccccc21	103	100	59	104	95	85	74	117
COC(=O)c1cc(Cl)cc(C(=O)OC)c1	109	99	97	109	104	112	92	102
O=c1c2c(nc3ccccn13)c1cccnc1n2Cc1ccccc1	100	102	106	89	99	100	115	93
O=C(CCc1nnc2sc(Cc3ccccc3Cl)nn12)c1nc2ccccc2[nH]1	95	101	72	x	73	77	84	x
Nc1cccc(C(=O)c2ccccc2C(=O)O)c1	x	104	99	107	107	110	109	100
CC(C)CCC[C@@H](C)C1CCC2C3CCC4=C/C(=N/OCCN5CCCCC5)CC[C@]4(C)C3CC[C@@]21C (stereo partly drawn)	84	99	93	82	77	97	101	69
COc1ccc(-c2nc3sc(-c4ccccc4)cn3n2)cc1	79	-8.6*	25	24	51	47	19	41
O=C(O)c1cn(C2CC2)c2cc(N3CCN(C(=O)CCCN4C(=O)S/C(=C/c5ccc(F)cc5)C4=O)CC3)c(F)cc2c1=O	103	98	99	101	104	74	92	96
S=C(S)Nc1ccc(Cl)cc1	63	92	94	124	158	90	91	232
CCCC1OC1(CC)C(=O)OCC(CC)(COC(=O)C1(CC)OC1CCC)COC(=O)C1(CC)OC1CCC (stereo not drawn)	82	91	92	81	74	83	102	84
COc1ccc(/C=C2\Cc3c(F)ccc(Br)c3C2=O)cc1OC	90	102	92	92	100	95	103	89
O=c1sc2cc3ccccc3nc2n1-c1ccc([N+](=O)[O-])cc1	93	102	92	103	96	99	105	99
CN(C)CCCSc1ccccc1NC1=C(Cl)C(=O)C(Nc2ccccc2SCCCN(C)C)=C(Cl)C1=O	46	92	-50*	-19*	-34*	45	-61*	3.0*
COC(=O)/C=C1\Sc2ccccc2NC1=O	100	96	76	103	99	112	109	105
CSc1nc(NCCCNc2ccnc3cc(Cl)ccc23)cc(-c2ccccc2)n1	7.4*	55	6.0*	x	x	45	11	x
O=c1c2ccccc2nc(COc2ccccc2)n1/N=C/c1ccccc1Cl	95	118	99	113	115	106	162	100
Nc1ncnc2c1N=C1c3ccccc3CCC1C(c1ccccc1)N2 (stereo not drawn)	104	100	96	98	113	94	103	x
CCOC(C)C=O (stereo not drawn)	x	110	98	97	101	125	103	97
COc1ccc(-c2nc(SCC(C)C)nc(NNC(N)=O)c2C#N)cc1	96	103	89	97	100	82	100	99
Cn1c(=O)c2c(nc(Br)n2CC(=O)Nc2ccc(F)cc2)n(C)c1=O	79	112	99	104	92	90	109	89
CNc1ccc(C(=O)O)cc1	103	112	97	99	97	96	106	100
N#C/C(=C/c1ccnc2ccccc12)c1ccccc1	72	112	99	49	74	106	64	73
O=C(/C=C/c1ccc(N2CCCCC2)cc1)c1cc2ccccc2oc1=O	89	105	84	86	82	82	92	101
COc1ccc2oc(=O)cc(COc3ccc(OCc4ccccc4)cc3)c2c1	103	101	93	97	96	100	96	83
Clc1ccc(-c2conc2-n2nc(-c3ccccc3)nc2-c2ccccc2)cc1	97	102	98	x	98	95	x	96
Cc1cc(=O)[nH]c(N/N=C/c2ccc(N(C)C)cc2)n1	106	102	97	103	95	115	107	96
O=C(NC1=Nc2ccccc2C(=O)NN1)c1cc2ccccc2[nH]1	93	104	67	102	106	81	105	108
O=C(OCC1OC(n2cnc3c(=S)nc[nH]c32)C(OC(=O)c2ccc([N+](=O)[O-])cc2)C1OC(=O)c1ccc([N+](=O)[O-])cc1)c1ccc([N+](=O)[O-])cc1 (stereo not drawn)	101	109	90	92	100	124	91	91
Nc1cc(Cl)ccc1N1C(=O)CCC1=O	74	105	90	91	94	101	97	92

Additional compounds
SMILES	RPMI-8226	MDA-MB-435	MCF7	K-562	MOLT-4	MDA-MB-231	MDA-MB-468	SR
Cc1ccc2oc(=O)c(/C=C(\O)c3ccc(Cl)cc3)nc2c1	64	106	88	100	87	87	107	111
CCOC(=O)CCN(CCC(=O)OCC)C(C)C	102	104	95	104	98	119	x	89
Cc1ccc2nc(NC(=O)CSc3nc(-c4ccccc4)c(C#N)c(=O)n3C)sc2c1	106	103	93	106	110	86	102	101
Cc1cc(Cl)c2c(c1C)C(=O)N(c1ccccc1)C2C(=O)Nc1ccccc1 (stereo not drawn)	94	105	96	90	84	94	96	87
CCc1c(C)cc(C#N)c(=N)n1C(C)(C)C	x	118	109	102	x	108	x	x
N#Cc1c(N)nc(-c2ncccn2)nc1-c1cccc(C(F)(F)F)c1F	93	100	97	94	96	95	100	83
COc1ccc(S(=O)(=O)n2cc(C=O)c3ccccc32)c(OC)c1	39	30	25	14	29	96	85	16
O=C(COc1cccc2cccnc12)Nc1ccc(C(=O)/C=C/c2ccccc2)cc1	79	99	74	85	93	104	103	95
COc1cc(-c2nc(SCc3ccc([N+](=O)[O-])cc3)[nH]c(=O)c2C#N)ccc1OCc1ccccc1	102	97	90	98	105	98	104	93
CC1(C)C2CCC1(C)C1(C2)OCCS1 (stereo not drawn)	113	100	89	97	100	100	90	x
Nc1nc(-c2ccccc2)cc(-c2cc(-c3ccccc3)nc(N)n2)n1	110	118	92	115	112	107	103	97
CSc1nc2ccc(C)cc2cc1Cc1cc(-c2ccccc2)n[nH]c1=O	79	108	88	78	81	89	103	85
O=S1c2ccccc2N=C(c2cccc3ccccc23)CC1c1cccc2ccccc12 (stereo not drawn)	79	108	72	93	100	80	95	111
COC1OC(COCc2ccccc2)C(N)C(OCc2ccccc2)C1OCc1ccccc1 (stereo not drawn)	86	110	96	90	75	102	99	79
CCCCCC(O)c1ccccc1 (stereo not drawn)	116	120	100	115	103	109	109	97
O=C(O)Cc1ccc(Cl)c(Cl)c1	107	91	92	107	96	118	100	x
CC(C)(C)NC(=O)Cc1ccccc1	106	100&97	99&89	97&90	97&111	124&121	102&101	87&108
CCN(CC)CCCC(C)Nc1ccnc2c(Cl)cc(Cl)cc12 (stereo not drawn)	103	110	93	104	104	106	x	108
COc1cc(-c2nc3occn3c2-c2ccnc(NCCNS(=O)(=O)c3ccc(Cl)cc3)n2)ccc1F	49	62	65	59	54	78	63	72
c1ccc2nc3ccccc3nc2c1	104	96	96	115	105	108	88	103
N#Cc1c(NC(=O)N2CCOCC2)n(-c2ccc(OC(F)(F)F)cc2)c2cc(F)ccc12	58	92	89	8.9*	69	74	89	80
CC(=O)C1=C(C)NC(=S)NC1c1ccc2c(c1)OCO2 (stereo not drawn)	105	103	103	99	99	104	113	104
CN1C(=O)/C(=C/c2ccc(C3Oc4ccccc4C4CC(c5ccccc5)=NN43)cc2)SC1=S (stereo not drawn)	90	103	81	95	98	80	114	87
Cc1noc2c(Cc3ccc([N+](=O)[O-])cc3)nn(CC(=O)N/N=C/c3ccc(Br)cc3)c(=O)c12	91	92	68	89	103	46	95	98
O=C(CC1c2ccccc2NC(=O)N1Cc1ccccc1)Nc1ccccc1 (stereo not drawn)	98	83	95	83	91	91	100	86
Cc1ccc(C)c2c1sc1nc3nc4sc5cc(Cl)ccc5n4c(=N)c3c(=O)n12	92	124	57	118	75	105	85	67
C=CCc1ccc(OCCN(CC)CC)c(OC)c1	100	101	99	x	113	107	99	104
CCCCCCCCc1ccc(OCCCN2CCOCC2)cc1	79	100	89	71	106	109	104	100
C#CCOc1ccc(C2=NN(C)C3N=C(Cl)c4ncn(C)c4N23)cc1OCC#C (stereo not drawn)	92	108	99	93	83	96	86	91
CCCC(=O)OC/C=C(\C)CCC=C(C)C	109	106	100	98	91	111	109	98

Some entries already given, reduced to K-562, MDA-MB-435 and MOLT-4:
SMILES,K-562,MDA-MB-435,MOLT-4
CC(=O)C1=C(C)NC(=S)NC1c1ccc2c(c1)OCO2 (stereo not drawn),99,103,99
CN1C(=O)/C(=C/c2ccc(C3Oc4ccccc4C4CC(c5ccccc5)=NN43)cc2)SC1=S (stereo not drawn),95,103,98
Cc1noc2c(Cc3ccc([N+](=O)[O-])cc3)nn(CC(=O)N/N=C/c3ccc(Br)cc3)c(=O)c12,89,92,103
O=C(CC1c2ccccc2NC(=O)N1Cc1ccccc1)Nc1ccccc1 (stereo not drawn),83,83,91
Cc1ccc(C)c2c1sc1nc3nc4sc5cc(Cl)ccc5n4c(=N)c3c(=O)n12,118,124,75

Next part
SMILES	RPMI-8226	MDA-MB-435	MCF7	K-562	MOLT-4	MDA-MB-231	MDA-MB-468	SR
CC/C(Cc1ccccc1)=C(/c1ccc(O)cc1)c1ccc(OCCN2CCOCC2)cc1	76	99	65	69	52	85	90	73
O=C(C(=O)N1CCOCC1)c1cn(C(=O)c2ccccc2)c2ccccc12	102	109	92	103	87	95	105	88
COc1ccc(Cn2cc(Cn3cc(C=C4C(=O)NC(=O)NC4=O)c4ccccc43)nn2)cc1	84	91	76	50	75	-96*	18	x
O=P(Cc1cccc2ccccc12)(c1ccccc1)c1ccccc1	97&92	88&96	93&102	88&105	42&85	93&99	99&99	89&98
O=C(/C=C/c1ccco1)c1ccccc1O	92	113	41	117	118	111	61	x
CCCCc1n(Cc2ccc3ccccc3c2)c2ccccc2[n+]1Cc1ccc2ccccc2c1	-38*	-94*	-86*	-73*	-61*	-88*	-78*	-54*
CCOCCOCCN1CNc2[nH]c(=S)[nH]c(=O)c2C1	104	101	99	40	98	100	101	109
c1ccc(N2CCN(c3ncnc4cc[nH]c34)CC2)cc1	71	84	87	79	88	110	69	81
CCCCCOC(=O)N1CCCCC1CC (stereo not drawn)	105	101	100	100	104	108	103	97
CCCN=C1Nc2ccccc2C(=O)N2CCC[C@@H]12	101	101	101	111	103	99	96	103
COc1ccc(-n2c(CSc3nc4ccccc4c(=O)n3CCc3ccccc3)n[nH]c2=S)cc1	88	101	86	94	91	91	x	x
N#CC(C#N)=Cc1cc2ccccc2nc1Oc1ccc(C(F)(F)F)cc1	3.7*	97	57	65	55	84	86	31
C[C@@H](C[C@H](CCO)c1ccccc1)c1ccoc1	100	94	98	85	93	85	x	100
O=C(NNC(=O)N1c2ccccc2C=Cc2ccccc21)c1ccc(Br)cc1	x	105	80	99	97	101	94	95

Four compounds picked at random from those above:
SMILES	RPMI-8226	MDA-MB-435	MCF7	K-562	MOLT-4	MDA-MB-231	MDA-MB-468	SR
Nc1nc(-c2ccccc2)cc(-c2cc(-c3ccccc3)nc(N)n2)n1	110	118	92	115	112	107	103	97
CCCCCC(O)c1ccccc1 (stereo not drawn)	116	120	100	115	103	109	109	97
COc1ccc(C2=NNC3(C2)C(=O)Nc2ccccc23)cc1 (stereo not drawn)	83	101	95	97	95	82	99	91
Cn1c(=O)c2c(nc(Br)n2CC(=O)Nc2ccc(F)cc2)n(C)c1=O	79	112	99	104	92	90	109	89
